# Mcl-1 Bim block: inhibitors of Bim-Mcl-1 interaction, human. Bead-based flow cytometry, Bim peptide-Mcl-1 binding. inhibition, % at 10 µM. AID 1009. 190,000 tested, 0.1% active;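 further: 0% = no compound tracer wells and 100% = peptide blocker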
# Target sequence (Q07820 whole entry, looked up): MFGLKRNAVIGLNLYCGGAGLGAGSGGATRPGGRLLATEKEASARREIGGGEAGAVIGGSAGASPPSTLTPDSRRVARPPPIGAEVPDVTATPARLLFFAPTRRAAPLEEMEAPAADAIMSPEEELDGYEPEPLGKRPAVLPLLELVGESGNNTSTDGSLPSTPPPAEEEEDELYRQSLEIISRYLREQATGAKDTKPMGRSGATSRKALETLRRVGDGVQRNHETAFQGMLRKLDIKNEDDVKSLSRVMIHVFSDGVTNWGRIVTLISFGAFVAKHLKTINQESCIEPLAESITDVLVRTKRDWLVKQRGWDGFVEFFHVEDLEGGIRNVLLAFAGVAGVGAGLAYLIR
# ABCG2 block: inhibitors of human ABCG2 transporter, ABCB1 counter-screen. Q9UNQ0. IgMXP3 cells, JC-1 efflux, flow cytometry. inhibition, % at 6.6 µM. 190,000 tested, 0.1% active. AID 1325;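 active means inhibition above 80%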;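 further: 0% = DMSO and 100% = nicardipine control wells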
#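 Test system: IgMXP3 cells (ABCG2) mixed with DDAO far-red-labelled CCRF-Adr cells (ABCB1). Reagent: JC-1 transporter substrate. Compound dosing: single test compound dose, 6.6 µM final. Times: 10 min compound exposure, 25 °C. Detection: flow cytometry of retained JC-1 fluorescence. Read-out basis: efflux inhibition in percent versus controls. Controls: nicardipine and DMSO wells.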
# Bfl-1 Bim block: inhibitors of Bim-Bfl-1 interaction, human. 190,000 tested, 0.12% active. AID 1008. Bead-based flow cytometry, Bim-Bfl-1 binding inhibition. inhibition, % at 10 µM. Q16548;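 further: 0% = wells without compound plus tracer and 100% = blocker peptide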
# Bim-Bcl-W: inhibitors of Bim-Bcl-W interaction, human; Q92843; bead-based flow cytometry, Bim peptide-Bcl-W binding; inhibition, % at 10 µM; 190,000 tested, 0.02% active; AID 952;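 further: 0% = bound tracer without compound and 100% = peptide blocker; higher means less fluorescent Bim peptide bound to Bcl-W beads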
# Bcl-B Bim block: human Bim-Bcl-B interaction inhibition | inhibition, % at 10 µM | AID 951 | bead-based flow cytometry, Bim peptide-Bcl-B binding | Q9HD36 | 190,000 tested, 0.073% active;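 further: 0% = tracer peptide without compound and 100% = reference inhibitor peptide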
# Target sequence (Q9HD36 whole entry, looked up): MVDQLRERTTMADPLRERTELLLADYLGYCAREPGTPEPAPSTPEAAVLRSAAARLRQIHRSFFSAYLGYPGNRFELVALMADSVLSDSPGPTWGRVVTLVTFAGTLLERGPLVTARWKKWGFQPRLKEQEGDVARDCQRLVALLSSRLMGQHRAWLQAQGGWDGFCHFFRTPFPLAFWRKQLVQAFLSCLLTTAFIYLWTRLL
# Bcl-2 Bim block: inhibitors of Bim-Bcl-2 interaction, human; P10415; Bead-based flow cytometry, Bim peptide-Bcl-2 binding; inhibition, % at 10 µM; 190,000 tested, 0.06% active; AID 950; in the data active means inhibition above about 40%; inconclusive means no clear call, values can overlap the other calls;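 further: 0% = no compound wells with probe peptide and 100% = reference peptide inhibitor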
# RGS7-Gao reg: regulators of human RGS7-Galphao interaction | Multiplexed bead flow cytometry, RGS7-Galphao binding; actives lie on both sides | P09471 | 220,000 tested, 0.35% active | binding response (% of control), % at 10 µM; in the data active means binding response below about 49% or above about 150%; inconclusive means no clear call, values can overlap the other calls; inactive means in between;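 further: fluorescent Galphao held in activated GDP-AlF4 state binding bead-coupled RGS7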
# Target sequence (P09471 whole entry, looked up): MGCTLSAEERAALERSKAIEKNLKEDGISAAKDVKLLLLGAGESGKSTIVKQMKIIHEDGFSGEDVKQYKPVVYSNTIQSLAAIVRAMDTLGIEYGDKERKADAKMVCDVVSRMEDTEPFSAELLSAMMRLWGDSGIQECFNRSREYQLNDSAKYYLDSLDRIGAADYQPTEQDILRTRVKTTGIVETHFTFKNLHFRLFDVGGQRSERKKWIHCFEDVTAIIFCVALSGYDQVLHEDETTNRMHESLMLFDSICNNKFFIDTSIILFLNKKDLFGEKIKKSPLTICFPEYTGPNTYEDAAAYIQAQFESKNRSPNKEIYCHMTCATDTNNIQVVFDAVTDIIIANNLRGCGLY
# RGS8-Gao reg: regulators of human RGS8-Galphao interaction | response (percent of control binding), % at 10 µM | 220,000 tested, 0.34% active | multiplexed bead flow cytometry, RGS8-Galphao binding; actives lie on both sides | P09471; in the data active means response below about 60% or above about 140%; inactive means in between;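 further: Galphao activated as the GDP aluminium fluoride complex binding bead-coupled RGS8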
# Bcl-XL Bim block: human Bim-Bcl-XL interaction inhibition; 190,000 tested, 0.04% active; inhibition, % at 10 µM; Bim peptide-Bcl-XL binding, bead flow cytometry, fluorescence
# ABCB1 block: human ABCB1 inhibition, ABCG2 as counter-screen; P08183; CCRF-Adr cells, JC-1 efflux, flow cytometry; inhibition, % at 6.6 µM; 190,000 tested, 0.067% active; AID 1326; in the data active means inhibition above about 40%;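 further: 0% = vehicle and 100% = reference inhibitor; higher value means more JC-1 retained so stronger ABCB1 efflux block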
# RGS4-Gao reg: human RGS4-Galphao interaction regulation; P09471; Multiplexed bead flow cytometry, RGS4-Galphao binding; actives lie on both sides; binding response (% of control), % at 10 µM; 220,000 tested, 0.33% active; AID 1415; in the data active means binding response below about 49% or above about 150%; inactive means in between;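 further: fluorescent Galphao activated with aluminum fluoride binding bead-coupled RGS4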
# An asterisk follows results filed as active; ? = inconclusive; . = not tested or not shown; & = joins results of further samples. Unless noted, no stated cut-off is given here; in the data, active means inhibition above about 40%. The order is random; about 0.94% have a hit in one of these screens.
SMILES,Mcl-1 Bim block,ABCG2 block,Bfl-1 Bim block,Bim-Bcl-W,Bcl-B Bim block,Bcl-2 Bim block,RGS7-Gao reg,RGS8-Gao reg,Bcl-XL Bim block,ABCB1 block,RGS4-Gao reg
O=C(O)c1ccc(C(=O)Nc2cccc(NC(=O)C3CCCO3)c2)cc1 (stereo not drawn),3,-1,-9,-1,-6,-3,98,102,-5,-0.3,105
O=C(Nc1nccs1)C12CC3CC(C1)CC(C(=O)Nc1nccs1)(C3)C2,-3,1,0,-5,-4,-2,98,101,-4,0.6,99
O=C(COC(=O)c1cccc(S(=O)(=O)N2CCc3ccccc32)c1)Nc1ncc(Cl)cc1Cl,-6,-2,-15,-4,-9,-5,98,103,-9,1.5,100
N#Cc1ccccc1Sc1ccccc1C(=O)OCC(=O)N1CCN(C(=O)c2ccco2)CC1,0,1,-11,4,-6,-5,97,100,0,0.7,100
Cc1cc(N2CCCC(C(=O)Nc3cccc4ccccc34)C2)n2ncnc2n1 (stereo not drawn),-1,18,-3,-2,-5,-3,109,101,-3,3.6,100
O=C(Nc1ccccc1)Nc1ccc(Cl)c(S(=O)(=O)N2CCOCC2)c1,-2,1,4,0,3,2,?,108,0,-0.2,103
COC(=O)c1ccc(Cn2c(C)cc(C)[n+]2C)o1,0,2,-10,1,0,-9,106,104,-3,0.2,102
CCOC(=O)CNc1nc2ccccc2n2c(C)nnc12,0,5,-5,0,-7,-1,?,100,-3,-0.1,99
COc1ccc(NS(=O)(=O)c2ccc(O)c(C(=O)OCC(=O)NC(C)C3CC4CCC3C4)c2)cc1 (stereo not drawn),0,5,-2,1,-1,1,?,98,-3,0.5,99
CCOC(=O)C1=C(CSc2nc(-c3ccccc3)ccc2C#N)OC(N)=C(C#N)C1c1ccccc1 (stereo not drawn),2,0,3,2,0,-1,97,106,1,0.1,96
O=C(CSc1ncnc2scc(-c3ccc(Cl)cc3)c12)NCc1ccc2c(c1)OCO2,0,5,3,-1,-6,-14,.,.,-6,1.3,.
COC(=O)c1ccc(C(=O)Nc2cc(Cl)ccc2Cl)cc1NC(=O)c1ccccc1C,1,45,-12,-1,-6,-2,100,100,-2,1.6,97
CN(C)/C=C/C(=O)/C=C/c1cn(-c2ncc(C(F)(F)F)cc2Cl)c2ccccc12,1,0,-8,0,-4,-1,103,104,-4,0.1,105
Cc1ccc(C(=O)N2CCN(C(=O)c3ccco3)CC2)cc1NC(=O)c1ccco1,1,3,-5,0,-3,2,92,96,-2,0.0,97
CCOc1ccc(N=C(/C(C(=O)C(=O)N2CCOCC2)=C(\O)c2ccccc2)c2ccccc2)cc1,-1,-3,-2,-6,-6,-1,106,105,-8,.,107
CCc1ccc(-c2cc(C(F)(F)F)n3nc(C(=O)Nc4c(C)nn(Cc5ccccc5C)c4C)cc3n2)s1,5,21,-2,8,-7,-2,102,102,5,17,97
COc1cc(NC(=O)CS(=O)(=O)c2ccc(C)cc2)cc(OC)c1OC,-5,21,-9,-5,-6,-5,101,100,-10,0.4,102
Cc1cc(C)n(C(=O)CSc2nnc(SCC(=O)n3nc(C)cc3C)s2)n1,-4,-1,-1,-3,-3,-5,101,104,-5,-0.2,103
O=C(Cn1c(-c2ccccc2)noc1=O)NCc1ccccc1,-1,-1,-3,0,-7,-2,100,100,-4,-0.2,101
CCOc1ccc(NC(=O)CSCc2cnn(-c3ccccc3)c2-n2cccc2)cc1,-1,3,-12,-2,-13,-7,80,91,-9,0.9,80
Cc1nnc(SCC(=O)Nc2ccccc2NC(=O)CSc2nnc(C)s2)s1,0,2,0,-1,0,0,96,100,0,0.5,99
CC(=O)Nc1ccccc1OCc1nnc(-c2cccs2)o1,-1,8,-16,0,-6,-7,97,95,-1,0.8,94
Cc1cc(NC(=O)Nc2cccc3ccccc23)no1,2,6,1,0,1,0,?,98&100,1,1.0,102&104
CCCc1nn(C)c(C(=O)Nc2cccc(CC)c2)c1Cl,-6,2,1,-3,-6,-2,104,106,-6,0.4,103
O=C(O)CCc1ccc(-c2cccs2)n1NC(=O)c1ccc(O)cc1,3,.,-3,-1,2,0,101,102,-1,0.1,100

# Reprinted from the part before: two compounds, followed by the next part.
SMILES,Mcl-1 Bim block,ABCG2 block,Bfl-1 Bim block,Bim-Bcl-W,Bcl-B Bim block,Bcl-2 Bim block,RGS7-Gao reg,RGS8-Gao reg,Bcl-XL Bim block,ABCB1 block,RGS4-Gao reg
CCCc1nn(C)c(C(=O)Nc2cccc(CC)c2)c1Cl,-6,2,1,-3,-6,-2,104,106,-6,0.4,103
O=C(O)CCc1ccc(-c2cccs2)n1NC(=O)c1ccc(O)cc1,3,.,-3,-1,2,0,101,102,-1,0.1,100
O=c1c2cc(NC(=S)NCc3cccnc3)ccc2nc2n1CCCCC2,-2,13,-3,1,-2,-2,?,103,-1,1.3,105
C/C(CC(=O)NCc1ccc(Cl)cc1)=N\NC(=O)c1ccccc1F,0,-1,-5,2,-1,-3,105,102,0,-0.4,104
COc1ccc(C)cc1N(CC(=O)Nc1cccc(N(C)S(C)(=O)=O)c1)S(C)(=O)=O,-3,-1,-13,-2,-5,-10,90,96,0,-0.2,96
Brc1ccc2c(c1)C(C1=NCCN1)c1ccccc1CS2 (stereo not drawn),-3,1,2,-2,-2,-1,105,105,-1,0.6,106
CCCCc1ccc(NC(=S)NCCCN2CCOCC2)cc1,-2,-1,8,5,2,-1,103,104,4,-0.2,103
COc1cc(CNn2nnnc2N)cc(Br)c1OCc1c(Cl)cccc1Cl,-2,0,-15,-2,-9,-15,101,98,4,0.0,102
CC(=O)NC(Cc1ccc(C)cc1)C(=O)NC1CCN(C(=O)c2ccc([N+](=O)[O-])cc2)CC1 (stereo not drawn),-2,3,-9,-5,-9,-4,98,101,-5,0.3,100
COc1ccc(-c2noc(CCC(=O)N3CCC(C)CC3)n2)cc1,-2,1,-10,0,-4,-6,95,97,-2,0.5,97
C=CCSc1nc2sc3c(c2c(=O)n1CC=C)CCc1ccccc1-3,-2,24,-1,-3,-9,-4,101,101,-8,0.4,100
CCOc1cc(CNCCN2CCOCC2)ccc1OCc1ccccc1Cl,-2,0,-3,0,-3,0,96,102,-2,0.2,101
O=C(O)CSc1nnc(Cc2ccccc2)n1-c1ccccc1,-1,-2,-15,-1,-9,-8,98,102,-4,-0.2,102
O=C(COC(=O)c1ccc(S(=O)(=O)NCc2ccco2)cc1)Nc1ccc(OC(F)F)cc1,-54,2,-13,3,-19,-13,101,103,-9,-0.8,103
C=CCN(C(=O)c1ccccc1)c1ccc(OC)cc1,-1,-6,-13,-2,-9,-4,101,102,-2,0.0,104
Cc1ccsc1-c1nc(CN2CCN(C)C(=O)[C@@H]2C)c(C)o1,0,1,-5,-2,-1,-5,104,109,-2,-0.2,107
Cc1ccc(C(=O)Nc2c(-c3cccs3)nc3cc(C)ccn23)cc1,-1,3,-17,-1,-12,-10,95,96,-5,0.7,99
COc1cc(C2OCC3C(c4ccc(OC5OC(CO)C(O)C(O)C5O)c(OC)c4)OCC23)ccc1O (stereo not drawn),0,0,-3,-1,-4,0,98,99,-1,-0.7,103
O=C(O)c1ccc2nc(-c3ccccc3)c(-c3ccccc3)nc2c1,-6,6,-5,-5,0,-3,100,99,-5,0.0,100
O=C(NCc1cccnc1)/C(=C\c1ccc(-c2ccc(Cl)c(Cl)c2)o1)S(=O)(=O)c1ccccc1,-5,3,-22,-4,-10,-5,95,100,-10,1.2,104
CN(Cc1ccccc1)c1nnc(N)s1,-2,0,0,-5,-9,0,95,102,-4,0.5,88
O=C(CCC(=O)c1cccs1)OCC(=O)c1ccc(Cl)s1,-6,5,-9,3,-12,-9,115,110,-2,0.1,108
CCN(CC)CCOc1cccc(C(C)C)c1,0,2,-12,-1,-7,-13,100,98,-3,0.7,104
COc1ccc(OCC(=O)Nc2c3c(nn2C(C)(C)C)CSC3)cc1,0,1,0,0,-3,-2,102,98,-3,0.1,100
COc1c(C)cc(C(=O)C2CCCN(Cc3ccc(Oc4ncccn4)cc3)C2)cc1C (stereo not drawn),-5,1,1,1,-3,-2,106,100,-4,7.3,101
COCCCNC(=O)Nc1ccc(Br)cc1Cl,-3,10,-1,0,-4,-11,95,98,-6,0.5,96
O=C1CC(c2ccc(Cl)cc2)n2nc(NS(=O)(=O)c3ccc(F)cc3)nc2N1 (stereo not drawn),2,0,2,2,3,3,98,98,0,0.2,105

# Next part.
SMILES,Mcl-1 Bim block,ABCG2 block,Bfl-1 Bim block,Bim-Bcl-W,Bcl-B Bim block,Bcl-2 Bim block,RGS7-Gao reg,RGS8-Gao reg,Bcl-XL Bim block,ABCB1 block,RGS4-Gao reg
Cc1ccccc1NS(=O)(=O)c1ccc(OCC(=O)N2CCCCC2)cc1,1,4,-6,0,-4,-8,104,104,-2,0.9,102
COc1ccc(C(=O)Nc2cccnc2)cc1OC,-1,2,0,-3,-4,1,.,.,-4,1.0,.
CC(C)(C)c1ccc(CN2C(=O)CSC2=O)cc1,-2,22,-9,-2,-5,-4,?,101,-2,5.4,98
COC(=O)c1ccc(CSc2nc3ccccc3o2)cc1,-2,2,-2,-4,-2,-1,97,100,0,0.5,99
COC(=O)c1ccc(NC(=O)CN2CCN(S(=O)(=O)c3cc(Cl)ccc3OC)CC2)cc1,0,3,-8,5,-6,-8,96,97,-2,0.7,99
CCN(CC(=O)NC1CCCCC1)S(=O)(=O)c1ccc(Cl)cc1,-3,4,0,-2,-4,-3,102,103,-1,0.4,106
COc1ccc(-c2c(C)n([O-])c3c([n+]2=O)CCCC3)cc1OC,0,1,-7,-1,-1,-4,92,98,-2,0.4,97
O=C(CSc1nnnn1-c1ccccc1)CC(=O)Nc1ccc(Cl)cc1,1,-1,-10,2,-10,4,103,100,-3,-0.3,99
COC(=O)c1ccccc1NC(=O)CNC(=O)c1ccco1,-5,18,-19,-2,-7,-10,92,96,-11,-0.6,92
Cc1cc(C)n(C(=O)C23CC4CC(CC(C4)C2)C3)n1,-1,0,1,-3,0,-3,101,100,0,0.1,99
N/C(=N\OC(=O)CCCc1ccccc1)c1ccccn1,-4,3,-1,-3,-3,-1,104,106,-7,.,101
Cc1ccc(S(=O)(=O)N2CCC(C(=O)NCc3ccccc3Cl)CC2)cc1,0,2,-11,2,-6,-7,90,90,-5,0.6,92
O=S(=O)(N1CCOCC1)N1CCN(c2ccc(F)cc2)CC1,6,0,13,6,1,15,105,104,3,0.1,98
CC(C)(C)NCC(=O)c1c[nH]c2ccccc12,0,5,0,0,2,-1,101,103,0,0.8,102
Cc1cccc(C)c1NC(=O)C(NC(=O)c1ccccn1)c1ccccc1[N+](=O)[O-] (stereo not drawn),-3,1,-11,-1,-9,-4,99,100,-5,1.2,101
O=C(N/N=C/c1cccnc1)C1CC1(c1ccccc1)c1ccccc1 (stereo not drawn),-1,4,-5,-1,-4,-3,96,100,-2,3.0,103
CCOc1ccc(S(=O)(=O)Nc2cccc(C(=O)N3CCN(c4ccc(OC)cc4)CC3)c2)cc1,-40,18,-9,4,-19,-10,106,103,1,4.8,103
Cc1nc(Nc2cccc(C(F)(F)F)c2)nc2c1C(=O)CC(C)C2 (stereo not drawn),-4,3,-2,-3,0,-2,99,97,-4,0.0,98
